PfHsp90 yeast 2 = inhibits growth of yeast expressing Plasmodium falciparum Hsp90; S. cerevisiae expressing PfHsp90, BacTiter-Glo ATP, 48 h; yeast lacking PDR1 and PDR3 efflux regulators; AID 504621; hit rate 0.32% among 310,000; inhibition, % at 9.4 µM;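 active = every replicate shows inhibition above about 80%, whatever the replicate mean, limit read from the data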;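 also: 0% = DMSO neutral controls and 100% = 20 µM radicicol positive controls; yeast relying on Plasmodium falciparum Hsp90 in place of its own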
dFosB act = enhances mouse delta FosB homodimer DNA binding | P13346 | purified delta FosB, TAMRA-CDK5 oligo fluorescence polarization; percent of positive-control signal above neutral wells | activation, % at 25 µM | hit rate 0.99% among 340,000;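 active = mean activation above about 17%, with every replicate also reaching it, limit read from the data, passing the limit was not always enough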;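 also: fluorescence polarization rise as delta FosB binds a TAMRA Cdk5 AP-1 oligo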
SR-BI DiI-HDL act = SR-BI HDL lipid transfer activation; CHO ldlA[mSR-BI] cells, DiI-HDL uptake fluorescence, 3 h; 100 = double the neutral-control signal; activation, % at 12.5 µM; hit rate 0.096% among 320,000;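 active = mean replicate activation of at least 60% and every replicate at or above 60%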;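 also: 0% = median plate neutral-control signal and 100% = twice that signal; values of inactives mirror those of a sister screen read the other way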
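material = CHO ldlA[mSR-BI] cells | medium = Ham's F12 with 0.5% BSA, HEPES 25 mM, pH 7.4 | reagent = fluorescent DiI-HDL, 10 µg/mL final | compound dosing = single-point compound dose | incubation = 3 h, 37 °C | measured by = bottom-read fluorescence, 550/595 nm | measure = HDL uptake via cellular fluorescence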
SR-BI DiI inh = mouse SR-BI HDL lipid transfer inhibition. Q61009. ldlA[mSR-BI] CHO cells, DiI-HDL uptake fluorescence, 3 h. inhibition, % at 12.5 µM. hit rate 0.96% among 320,000;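 active = mean replicate inhibition of at least 70% and a set share of replicates each scoring 70 or more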;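 also: 0% = median of neutral control wells and 100% = median of positive control wells; values of inactives mirror those of a sister screen read the other way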
Target sequence (Q61009 whole entry, looked up): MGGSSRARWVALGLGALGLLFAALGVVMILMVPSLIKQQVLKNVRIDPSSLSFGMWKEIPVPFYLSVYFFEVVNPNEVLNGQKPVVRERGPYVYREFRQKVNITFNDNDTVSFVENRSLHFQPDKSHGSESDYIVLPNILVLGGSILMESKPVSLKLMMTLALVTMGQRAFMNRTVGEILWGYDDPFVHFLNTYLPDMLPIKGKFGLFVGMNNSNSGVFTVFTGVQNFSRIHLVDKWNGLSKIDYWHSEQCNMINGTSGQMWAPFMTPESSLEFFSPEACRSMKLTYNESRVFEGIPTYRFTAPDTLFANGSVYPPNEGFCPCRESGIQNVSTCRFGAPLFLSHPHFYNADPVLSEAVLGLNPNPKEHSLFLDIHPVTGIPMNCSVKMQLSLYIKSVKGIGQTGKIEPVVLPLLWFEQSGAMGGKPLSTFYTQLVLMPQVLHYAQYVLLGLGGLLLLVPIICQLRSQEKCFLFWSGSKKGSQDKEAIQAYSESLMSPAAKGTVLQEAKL
NSD2 HMT inh = inhibitors of human histone methyltransferase NSD2. NSD2 peptide methylation, AlphaScreen, 120 min. hit rate 0.54% among 310,000. inhibition, % at 12.5 µM; in the data active = inhibition above about 50%
PvdQ inh = P. aeruginosa PvdQ acylase inhibition. AID 488965. inhibition, % at 10 µM. purified PvdQ acylase, fluorescence plate reader. hit rate 0.063% among 340,000; in the data active = inhibition above about 30%, passing the limit was not always enough;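 also: 0% = vehicle neutral wells and 100% = reference inhibitor wells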
CAL PDZ FP-1 = blocks peptide binding to human CAL PDZ domain. Q9HD26. purified CAL PDZ, TMR-peptide fluorescence polarization, 1 h. inhibition, % at 20 µM. hit rate 0.02% among 330,000. AID 504414;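 active = highest replicate inhibition of at least 40%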;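 also: plate controls were DMSO neutral control wells for no effect and unlabeled competitor peptide control wells for full effect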
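Assay system – tagged CAL PDZ protein CerCALP, purified · Timing – 1 h at RT · Compound – single point, 20 µM · Measured by – fluorescence polarization from S- and P-plane intensities, G-factor corrected · Evaluation – inhibition from polarization loss · Probe or stimulus – TMR reporter peptide T*-PRC34 · Buffer or medium – pH 7.4 phosphate-saline buffer, reducing agent, detergent, IgG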
CAL PDZ FP-2 = inhibitors of human CAL PDZ peptide binding; AID 602252; inhibition, % at 24.9 µM; hit rate 0.92% among 300,000; Q9HD26; purified CAL PDZ, TMR-peptide fluorescence polarization, 1 h;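 active = mean inhibition of at least 30% with at least half of replicates also reaching 30%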;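 also: 0% = DMSO neutral control and 100% = excess unlabeled competitor peptide PRC23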
Rtt109 Vps75 = C. albicans Rtt109 histone acetyltransferase inhibition; hit rate 0.16% among 330,000; inhibition, % at 34.9 µM; purified Rtt109/Vps75, ThioGlo CoA-SH fluorescence, 4 h; AID 540336;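 active = inhibition of at least 50% in every replicate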
Target sequence (Q5AAJ8 whole entry, looked up): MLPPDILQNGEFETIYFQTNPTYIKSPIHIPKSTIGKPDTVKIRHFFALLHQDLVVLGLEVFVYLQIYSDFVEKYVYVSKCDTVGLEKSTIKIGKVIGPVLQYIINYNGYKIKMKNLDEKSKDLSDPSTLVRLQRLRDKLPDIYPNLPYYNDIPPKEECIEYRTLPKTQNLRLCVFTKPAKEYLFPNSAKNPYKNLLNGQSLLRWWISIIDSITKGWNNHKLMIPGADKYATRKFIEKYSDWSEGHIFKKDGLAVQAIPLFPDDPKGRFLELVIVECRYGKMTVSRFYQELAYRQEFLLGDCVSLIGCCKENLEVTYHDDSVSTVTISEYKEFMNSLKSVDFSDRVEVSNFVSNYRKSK
MITF TRPM1 HTS = increases MITF-driven TRPM1 promoter luciferase signal; activation, % at 12.5 µM; SK-MEL-5 TRPM1-promoter luciferase, 24 h; % of positive control, neutral wells = 0; hit rate 0.75% among 300,000;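 active = mean activation of at least 80% with every replicate also reaching 80%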;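 also: 0% = neutral control wells and 100% = parthenolide positive control wells; values of inactives mirror those of a sister screen read the other way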
An asterisk follows results filed as active; · = no result given.

SMILES | PfHsp90 yeast 2 | dFosB act | SR-BI DiI-HDL act | SR-BI DiI inh | NSD2 HMT inh | PvdQ inh | CAL PDZ FP-1 | CAL PDZ FP-2 | Rtt109 Vps75 | MITF TRPM1 HTS
Cc1ccc(C)c(NC(=O)CSc2nnc(-c3cc(C)[nH]n3)n2N)c1 | 22.1 | -0.3 | 20.4 | -20.4 | 1.4 | 4.3 | -0.7 | 8.1 | 24.5 | -1.7
CCC(C)[C@H](NC(=O)NCc1ccccn1)C(=O)OC (stereo partly specified) | 18.9 | 0.4 | 18.4 | -18.4 | -2.1 | 9.6 | 1.4 | -0.7 | 5.7 | 6.1
Cc1ccc(-c2csc(NC(=O)CSc3nc(C)cs3)n2)cc1 | · | -7.8 | -6.9 | 6.9 | 0.5 | 5.5 | -1.1 | -1.3 | -15.9 | 45.9
COc1cccc(-c2ccc(SCC(=O)N3CCN(c4ccccc4)CC3)nn2)c1 | 2.8 | -9.2 | -6.6 | 6.6 | -0.6 | 6.8 | -1.0 | 3.0 | 9.9 | 9.9
Cc1cc(OCC(=O)NCCN2CCOCC2)cc(C)c1Br | -0.3 | 8.4 | -16.7 | 16.7 | -3.2 | 1.3 | · | -5.4 | -0.4 | -4.2
CC1CCN(C(=O)c2cc3ccccc3cc2O)CC1 | -32.7 | -5.0 | 30.0 | -30.0 | 2.3 | -13.2 | -2.3 | -1.4 | 0.0 | -3.3
O=C(NCC1CCCN(C(=O)Cc2ccccc2Cl)C1)c1ccc(F)cc1 (stereo unspecified) | 7.2 | -8.0 | -0.9 | 0.9 | 1.2 | 7.3 | -0.6 | · | 8.2 | -1.8
N=C1S/C(=C\c2cccc3ccccc23)C(=O)N1c1ccc(F)cc1 | -42.1 | -7.6 | 2.8 | -2.8 | -1.0 | -12.3 | 0.3 | -1.3 | -1.1 | 0.6
CCC(=O)N1CC2(CC(c3cccc([N+](=O)[O-])c3)=NO2)C[C@H]1C(=O)NCC(N)=O (stereo partly specified) | -8.0 | 4.2 | 54.9 | -54.9 | · | -9.3 | -0.6 | -3.4 | -5.1 | 15.4
CCOC(=O)c1c(CN2CCOCC2)n(-c2ccccc2)c2cc(Br)c(O)c(CN(C)C)c12 | -9.8 | 2.3 | 7.8 | -7.8 | 4.2 | 7.0 | 0.1 | -3.5 | 6.2 | 9.4
CCOc1ccc(NC(=O)CCCN2C(=S)NC(C)(C)CC2C)cc1 (stereo unspecified) | 2.4 | 5.9 | 2.7 | -2.7 | 0.2 | 1.3 | -1.8 | · | 3.0 | 8.8
O=C(CSc1nnc(Cc2csc(Nc3cccc(Cl)c3)n2)o1)N1CCc2ccccc21 | 16.3 | 0.9 | · | · | 0.5 | -4.6 | -0.9 | -2.0 | 1.9 | -4.2
CCNc1ccc(C(=O)OCC)cc1NC(=O)c1cccc(S(=O)(=O)N2CCOCC2)c1 | 27.6 | -10.4 | -31.6 | 31.6 | -9.9 | -5.4 | -0.5 | -6.3 | -1.2 | -4.7
NC(=O)c1cc(S(=O)(=O)Nc2ccc(OC(F)(F)F)cc2)cs1 | -14.1 | -7.1 | 11.0 | -11.0 | 4.0 | -14.4 | -0.5 | -0.9 | -2.5 | 0.0
CCn1nnc(NC(=O)CSc2ccc(Cl)cc2)n1 | -0.8 | -5.3 | -4.6 | 4.6 | 0.2 | 0.0 | -0.3 | · | 5.2 | 4.7
COc1cccc(-c2nn(-c3ccc(F)cc3)cc2C(=O)NCC2CCCO2)c1 (stereo unspecified) | -7.6 | -6.8 | -41.7 | 41.7 | 0.3 | -1.1 | -1.8 | -1.2 | -23.4 | 13.4
O=c1cc(-c2ccncc2)oc2c1ccc1ccccc12 | -25.8 | -11.9 | 17.5 | -17.5 | 2.7 | -2.8 | -1.2 | -7.4 | 6.3 | ·
COc1ccc(C(=O)CSc2nnnn2Cc2ccccc2)cc1 | 14.3 | -5.5 | -4.9 | 4.9 | 8.4 | 3.8 | -2.1 | 3.9 | 6.3 | 7.0
CCCCNC(=O)CC1N=C2c3ccccc3N=C(SCC(=O)Nc3ccccc3C)N2C1=O (stereo unspecified) | 9.4 | -4.3 | 23.3 | -23.3 | -3.6 | -5.2 | -1.0 | 0.7 | 8.3 | -8.6
CCOC(=O)Cn1cc(/C=N/NC(=O)c2cc3ccccc3o2)c2ccccc21 | -3.2 | -11.4 | -5.9 | 5.9 | -1.6 | -5.3 | -0.9 | -4.7 | -18.6 | ·
Cc1csc2c(=O)n(CCO)c(=O)[nH]c12 | 6.7 | -4.7 | 20.3 | -20.3 | 1.6 | -5.6 | 0.2 | · | -3.0 | ·
Cc1cc(=O)oc2cc(OCC(=O)OCC(=O)N3CCc4ccccc43)ccc12 | -2.6 | -8.2 | 5.5 | -5.5 | -6.0 | -15.0 | -0.8 | -0.3 | -10.8 | 0.5
CCCc1ccc(OCC(O)CN2CCN(CCO)CC2)cc1 (stereo unspecified) | 15.8 | 2.0 | 22.0 | -22.0 | -0.4 | -14.9 | 1.0 | -4.7 | -7.0 | -1.5
CCOC(=O)c1c(C)n(CCOc2ccccc2)c2ccc(O)cc12 | -14.5 | -7.6 | -40.7 | 40.7 | -5.4 | -10.9 | 1.4 | -5.9 | 1.6 | -6.8
Cc1ccccc1N1C(=O)C(Oc2ccc(Cl)cc2)C1CNCC1CCCO1 (stereo unspecified) | 16.2 | -1.9 | -1.6 | 1.6 | -2.5 | 0.0 | -1.8 | 1.9 | · | 2.2
CC1=C(C(=O)OC(C)C)C(c2ccc(N(C)C)cc2)C2=C(CC(C)(C)CC2=O)N1 (stereo unspecified) | -7.9 | -6.6 | -0.2 | 0.2 | 8.4 | 0.6 | 1.5 | 1.0 | -1.6 | -1.0
C/C(=N/NC(=O)c1sc(=S)n(C)c1C)c1ccccc1 | 6.1 | -3.8 | -14.6 | 14.6 | -0.6 | -9.0 | -1.5 | 0.6 | · | 17.3
CC1NC(C)c2c(ccc3ccccc23)O1 (stereo unspecified) | · | 0.8 | 6.1 | -6.1 | · | -1.1 | 0.3 | · | -5.8 | -4.1
O=C(CNS(=O)(=O)c1c(Cl)cccc1Cl)N1CCCCCC1 | 2.5 | -2.3 | -9.8 | 9.8 | -0.4 | 6.9 | 0.5 | · | 11.3 | -1.6
COc1ccc(NC(=O)CN(C)C(=O)c2ccc(S(=O)(=O)Nc3ccccc3C)cc2)cc1 | · | -13.8 | -6.7 | 6.7 | -1.3 | -11.3 | -2.0 | -1.6 | 0.4 | 11.0

Three entries from above, sorted by their value in SR-BI DiI inh, high to low:
SMILES | PfHsp90 yeast 2 | dFosB act | SR-BI DiI-HDL act | SR-BI DiI inh | NSD2 HMT inh | PvdQ inh | CAL PDZ FP-1 | CAL PDZ FP-2 | Rtt109 Vps75 | MITF TRPM1 HTS
CCOC(=O)Cn1cc(/C=N/NC(=O)c2cc3ccccc3o2)c2ccccc21 | -3.2 | -11.4 | -5.9 | 5.9 | -1.6 | -5.3 | -0.9 | -4.7 | -18.6 | ·
O=c1cc(-c2ccncc2)oc2c1ccc1ccccc12 | -25.8 | -11.9 | 17.5 | -17.5 | 2.7 | -2.8 | -1.2 | -7.4 | 6.3 | ·
Cc1ccc(C)c(NC(=O)CSc2nnc(-c3cc(C)[nH]n3)n2N)c1 | 22.1 | -0.3 | 20.4 | -20.4 | 1.4 | 4.3 | -0.7 | 8.1 | 24.5 | -1.7

Next section
SMILES | PfHsp90 yeast 2 | dFosB act | SR-BI DiI-HDL act | SR-BI DiI inh | NSD2 HMT inh | PvdQ inh | CAL PDZ FP-1 | CAL PDZ FP-2 | Rtt109 Vps75 | MITF TRPM1 HTS
O=C(CSc1ncccn1)NC(=O)Cc1ccccc1 | 17.9 | -7.0 | 27.4 | -27.4 | -0.3 | -13.7 | 0.6 | -1.2 | 4.2 | -6.5
CC(=O)c1ccc(N2CCN(C(=O)C3CCN(S(=O)(=O)c4cccs4)CC3)CC2)cc1 | -3.9 | -10.7 | -4.0 | 4.0 | 18.1 | -4.8 | -2.9 | -6.6 | -10.4 | 1.5
CCNS(=O)(=O)c1ccc(NS(C)(=O)=O)cc1 | -4.0 | 5.9 | -10.4 | 10.4 | -2.0 | 0.4 | -1.1 | · | 0.0 | -2.0
Cc1ccc(NC(=O)CCOc2ccccc2)c(C)c1 | 0.0 | 1.8 | 4.4 | -4.4 | 0.7 | -2.3 | 0.0 | 8.8 | -3.1 | ·
CCOc1ccc(NC(=O)NCCN2CCN(c3cccc(C)c3C)CC2)cc1 | -37.3 | -3.7 | -22.3 | 22.3 | 5.7 | -15.7 | 1.1 | -2.7 | 5.1 | -4.9
CCCc1cc(=O)[nH]c(SCC(=O)NC2(C#N)CCCCC2)n1 | · | -0.5 | 9.0 | -9.0 | 1.8 | -2.1 | 0.5 | -4.6 | -5.1 | 1.2
CC12CCC(C(N)C1=O)C2(C)C (stereo unspecified) | -18.1 | 1.2 | 13.3 | -13.3 | -1.6 | -18.4 | 0.3 | -0.3 | 0.3 | -10.8
c1ccc(CCNc2ncnc3c2cnn3-c2ccccc2)cc1 | -2.6 | -18.6 | -23.9 | 23.9 | -5.7 | 6.0 | -3.2 | -2.7 | -3.9 | 66.7
COc1ccc(C(=O)NCC(=O)OCC(=O)N2CCCc3ccccc32)cc1 | -11.8 | 0.4 | 4.0 | -4.0 | -1.0 | -14.2 | -4.7 | -3.3 | -6.2 | -18.1
O=C(NCC1CCCCC1)c1cccc([N+](=O)[O-])c1 | 11.6 | -2.0 | -1.2 | 1.2 | 16.8 | 0.3 | 0.0 | -0.5 | -0.2 | ·
COc1ccc(-c2csc(-n3ncc(-c4ccccn4)c3N)n2)cc1 | -12.2 | -6.6 | -10.1 | 10.1 | -4.1 | -11.8 | -0.6 | 1.9 | -1.6 | -20.4
CC1(C)CC(=O)C2=C(C1)NC1=C(C(=O)c3ccccc31)C2c1ccccc1 (stereo unspecified) | -6.4 | 2.9 | 49.2 | -49.2 | 4.5 | 8.0 | 3.9 | 2.1 | 19.9 | 9.2
CC(C)(C)SC(C(=O)N1CCOCC1)c1ccc(Br)cc1 (stereo unspecified) | 9.0 | -6.2 | · | · | -3.3 | -8.9 | -3.2 | -1.8 | -6.8 | 10.0
COc1ccc(CCNC(=O)C2C3CCC(C3)C2C(=O)O)cc1OC (stereo unspecified) | -0.2 | 1.5 | -9.3 | 9.3 | -0.9 | -4.2 | -0.2 | · | -8.6 | -10.6
Cc1ccc(S(=O)(=O)c2cccc(S(=O)(=O)N3CCCC3)c2)cc1S(=O)(=O)N1CCCC1 | 22.6 | -1.9 | -56.8 | 56.8 | 0.3 | -1.3 | -1.3 | 2.6 | -1.5 | ·

An excerpt from above with just CAL PDZ FP-1:
| smiles | CAL PDZ FP-1 |
| --- | --- |
| CCCc1cc(=O)[nH]c(SCC(=O)NC2(C#N)CCCCC2)n1 | 0.5 |
| CC12CCC(C(N)C1=O)C2(C)C (stereo unspecified) | 0.3 |

Assay outcomes from PubChem.
